FLuc act counter – firefly luciferase counter-screen for stimulation assays. 200,000 tested, under 10 active. ATPlite luciferase biochemical, luminescence, 10 min; 0 = ATP-free wells, 1 = DMSO control. activation factor at 10 µM. P08659. AID 1027;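 active = luciferase activation factor, scaled between plate controls, of at least 2 with compound at 10 µM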
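Material: Luciferase/luciferin reagent mix; Doses: test compounds dosed from 2 mM stocks in 100% DMSO; Schedule: 10 min incubation after luciferase reagent addition, room temperature; Measured by: luminescence from luciferase reaction; Read-out: luminescence gain marking luciferase activators.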
TLR4-MyD88 BLA – inhibitors of human TLR4-MyD88 binding; HeLa CL3-4 TLR4/MyD88 BLA complementation, FRET ratio; 200,000 tested, 0.18% active; AID 861; inhibition, % at 8.4 µM; O00206+Q99836; in the data active = inhibition above about 25%;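 also: 0% = vehicle and 100% = reference inhibitor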
Target sequence (O00206 whole entry, looked up): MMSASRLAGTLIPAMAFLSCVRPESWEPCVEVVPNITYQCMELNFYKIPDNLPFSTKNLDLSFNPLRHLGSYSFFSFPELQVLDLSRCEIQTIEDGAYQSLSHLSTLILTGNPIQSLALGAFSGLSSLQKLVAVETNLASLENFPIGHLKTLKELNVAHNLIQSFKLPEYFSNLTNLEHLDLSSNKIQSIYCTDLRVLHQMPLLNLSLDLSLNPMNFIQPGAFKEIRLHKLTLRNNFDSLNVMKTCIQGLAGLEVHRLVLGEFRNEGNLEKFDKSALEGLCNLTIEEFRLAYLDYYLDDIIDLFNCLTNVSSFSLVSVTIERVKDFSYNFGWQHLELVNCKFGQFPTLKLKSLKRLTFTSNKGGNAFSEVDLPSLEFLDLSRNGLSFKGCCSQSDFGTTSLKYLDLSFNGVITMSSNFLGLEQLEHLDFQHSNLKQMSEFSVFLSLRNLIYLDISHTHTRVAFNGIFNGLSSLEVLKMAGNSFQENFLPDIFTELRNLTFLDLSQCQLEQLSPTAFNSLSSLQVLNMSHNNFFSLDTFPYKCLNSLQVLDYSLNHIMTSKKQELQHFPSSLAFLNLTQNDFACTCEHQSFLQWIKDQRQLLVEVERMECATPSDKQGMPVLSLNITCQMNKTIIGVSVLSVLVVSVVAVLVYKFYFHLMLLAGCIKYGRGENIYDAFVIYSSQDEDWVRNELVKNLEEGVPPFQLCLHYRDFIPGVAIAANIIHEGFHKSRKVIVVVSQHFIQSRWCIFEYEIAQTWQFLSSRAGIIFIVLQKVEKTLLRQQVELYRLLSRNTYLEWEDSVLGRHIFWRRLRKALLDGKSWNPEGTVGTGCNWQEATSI
Target sequence (Q99836 whole entry, looked up): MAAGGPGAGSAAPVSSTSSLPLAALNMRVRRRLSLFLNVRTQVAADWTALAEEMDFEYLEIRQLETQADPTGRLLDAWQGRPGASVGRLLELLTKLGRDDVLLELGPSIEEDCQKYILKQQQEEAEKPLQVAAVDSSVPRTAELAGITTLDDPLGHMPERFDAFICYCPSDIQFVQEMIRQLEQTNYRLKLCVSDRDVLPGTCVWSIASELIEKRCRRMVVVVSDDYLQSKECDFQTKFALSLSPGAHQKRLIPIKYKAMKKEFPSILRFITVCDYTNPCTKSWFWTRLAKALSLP
FLuc inh counter – Photinus pyralis luciferase inhibition counter-screen; inhibition, % at 10 µM; AID 1006; P08659; 200,000 tested, 1.5% active; ATPLite firefly luciferase biochemical luminescence, 10 min;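 active = inhibition above about 50% when tested at 10 µM, limit read from the data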
APP 5'UTR act – APP 5'UTR luciferase reporter activation | SH-SY5Y APP 5'UTR luciferase reporter, luminescence; zero percent = DMSO vehicle wells | activation, % at 2 µM | 190,000 tested, 1% active;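 active = activation above a set limit, based on mean plus 3 SD of controls, cut at about 140% in these data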; also: values of inactives mirror those of a sister screen read the other way
Diaph inh CS – counter-screen for diaphorase-based assays: diaphorase inhibitors and chemical oxidizers; diaphorase resazurin-to-resorufin fluorescence, NADH, 16 min; bacterial (C. kluyveri) enzyme, not human; 190,000 tested, 0.69% active; inhibition, % at 20 µM; AID 1217;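 active = primary screen inhibition at 20 µM above a set limit, cut at about 50% in these data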;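 also: plate controls were DMSO with full reaction for no effect and wells lacking NADH for full effect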
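Test system: bacterial diaphorase enzyme (C. kluyveri); Quantity: 0.14 U/mL diaphorase, enzyme working solution; Times: reaction incubation of 16 min at room temperature; Measured by: fluorescence of resorufin formed from resazurin, Ex 544/Em 590 nm; Benchmarks: positive control minus NADH, DMSO neutral control.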
NF-kB expr up – compounds increasing NF-kB expression in human neuronal cells; fold change at 12.5 µM; NF-kB reporter expression; hits give high values; AID 1239; 190,000 tested, 1.6% active; in the data active = fold change above about 3.3
APP 5UTR inh – APP translation inhibition | SH-SY5Y APP 5'UTR-luciferase reporter, luminescence | inhibition, % at 2 µM | 190,000 tested, 0.82% active | AID 1285;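 active = inhibition above a set limit, derived from the sample mean plus 3 SD, cut at about 45% in these data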; also: values of inactives mirror those of a sister screen read the other way
STAT1 activator – STAT1 signaling activation; NIH 3T3 STAT1-luciferase reporter, IFN-gamma, luminescence; 100% = IFN-gamma alone, no compound; activation (% of control), % at 5.5 µM; 200,000 tested, 2.6% active; AID 932;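 active = activation above the screen-wide mean activation plus 3 SD, cut at about 130% in these data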;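 also: raw ratio to IFN-gamma control signal so 100% means no change and 0% no light; values of inactives mirror those of a sister screen read the other way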
G6PDH counter – L. mesenteroides G6PDH inhibition counter-screen; 200,000 tested, 0.12% active; Purified L. mesenteroides G6PDH, diaphorase/resazurin coupled fluorescence, 45 min; AID 1020; inhibition, % at 5 µM; in the data active = inhibition above about 50%
Diaph act CS – counter-screen for diaphorase-based assays: diaphorase activators and chemical reducers. AID 1229. 190,000 tested, 0.005% active. Diaphorase/resazurin coupled assay, resorufin fluorescence, 16 min; hits give high values; 1 = vehicle wells, 0 = NADH-free wells. activation factor at 20 µM;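 active = diaphorase activity raised at least twofold by the compound at 20 µM; inactive = activation factor below 2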
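Material: Purified diaphorase enzyme from Clostridium kluyveri | Buffer or medium: 50 mM HEPES pH 7.4 with 4.542 mM MgCl2, 0.005% Tween 20 | Times: 16 min enzyme reaction, ambient temperature | Signal: Red resorufin fluorescence at 544/590 nm excitation/emission | Measure: Increased resorufin signal from activators or reducing compounds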
* = called active by the depositor; . = no result given.

SMILES	FLuc act counter	TLR4-MyD88 BLA	FLuc inh counter	APP 5'UTR act	Diaph inh CS	NF-kB expr up	APP 5UTR inh	STAT1 activator	G6PDH counter	Diaph act CS
O=C(Nc1ncc(Cc2ccc(SC(F)F)cc2)s1)c1ccc(OC(F)F)cc1	1	2	2	-94	-3	1.2	94*	106	-2	1
Cc1ccccc1OCC(=O)Nc1cc(Cl)ccc1Oc1ccccc1	1.1	-2	-6	10	16	0.9	-10	104	-29	0.8
O=C(COc1ccccc1)NCCSCc1ccccc1Cl	1	8	2	14	-3	2.1	-14	114	-1	1
CCn1c(SCC(=O)NCC2CCCO2)nc2cc(S(=O)(=O)N3CCCCC3)ccc21 (stereo not drawn)	1.1	-10	-6	6	12	1	-6	109	16	0.9
O=C(CNc1cccc2ccccc12)N/N=C/c1ccc(OC(=O)/C=C/c2ccco2)cc1	1.1	-18	-6	-1	29	1.2	0	105	-22	0.7
CC(=O)N(/N=C1\Sc2ccccc2C1=O)c1ccccc1	0.9	1	7	73	8	1	-73	107	12	0.9
CCOC(=O)Cc1csc(NC(=O)Nc2ccccc2)n1	0.7	12	29	24	9	1.3	-24	106	13	0.9
CCC(=O)N1CCc2cc(S(=O)(=O)NCCN3CCC(C)CC3)ccc21	1	-4	-3	-1	4	0.94	1	95	-4	1
COC(=O)c1cc(=O)[nH]c(SCc2cccc(C)c2)n1	1	-6	-2	-38	4	1.1	38	94	12	1
CCC1CCCCN1CCNC(=O)c1[nH]c(C)c(C(C)=O)c1C (stereo not drawn)	1	4	1	8	7	1.1	-8	95	-1	0.9
CCOc1ccc(S(=O)(=O)Nc2ccc(F)cc2)c(C)c1C	1	-10	-3	.	9	0.76	.	89	4	0.9
COC(=O)c1ccc2c(=O)n(CCN3CCOCC3)c(=S)[nH]c2c1	1	5	-5	-10	9	0.9	10	94	-15	0.9
O=C(NCc1cccnc1)C(=O)NCC(c1ccco1)N1CCN(c2ccccc2F)CC1 (stereo not drawn)	1	-4	0	-6	13	0.91	6	102	2	0.9
O=C(Oc1cccc2cccnc12)c1ccc2c(c1)OCCO2	0.9	5	9	11	20	0.96	-11	99	30	0.8
Cc1onc(-c2c(F)cccc2Cl)c1C(=O)N1CCc2ccccc21	1	0	-4	-3	18	1.1	4	100	4	0.8
CCOc1ccccc1C(=O)N/N=C/c1c[nH]c2ccccc12	0.9	10	8	-3	12	1.2	3	100	0	0.9
CC(C)(C)OC(=O)NC(CCCCNC=O)C(=O)O (stereo not drawn)	1	2	-1	6	11	1.2	-6	93	4	0.9
O=C(CCC1CCCN(C(=O)c2ccc3cc[nH]c3c2)C1)N1CCN(c2ccccn2)CC1 (stereo not drawn)	1	-4	-4	22	5	1	-22	88	7	0.9
Cc1ccc2c(c1)cc(CN(C(=O)N1CCOCC1)C1CCCC1)c1nnnn12	1.1	-5	-5	0	19	0.99	0	100	8	0.8
COc1ccc(OC)c(S(=O)(=O)Nc2ccccc2C(F)(F)F)c1	1.1	-15	-6	-3	10	0.98	3	98	7	0.9
CCc1cccc(CC)c1NC(=O)COC(=O)c1cccc(S(=O)(=O)N2CCc3ccccc3C2)c1	1.1	-9	-6	14	22	1	-14	99	0	0.8
COc1ccc(-c2csc(NC(=O)CSc3nnc(Nc4ccccc4C)s3)n2)cc1	1.1	10	-6	-3	-2	.	3	96	3	1
N#Cc1c(-c2ccc3c(c2)OCO3)csc1N	1	15	-4	7	20	0.77	-7	104	7	0.8
COC(=O)CCN(c1ccccc1)S(=O)(=O)c1ccc(OC)cc1	1	0	-5	17	21	0.96	-17	102	10	0.8
COc1ccccc1C(=O)n1nc(-c2ccccc2)nc1N	1	7	-2	6	16	1.3	-6	112	22	0.8
COc1ccccc1C(=O)NC(=S)NNC(=O)c1sc2ccccc2c1Cl	0.9	9	6	-2	-3	0.68	2	90	2	1
Cc1ccccc1CSCC(=O)c1c(N)n(CC(C)C)c(=O)n(C)c1=O	1	-2	2	9	8	1.1	-9	89	15	0.9
Cc1nc([N+](=O)[O-])c(Br)n1CC(=O)c1ccc(Br)cc1	1	15	-4	14	35	0.84	-14	95	-4	0.6
CC(C)CC(=O)NC(=S)Nc1ccc(N2CCOCC2)cc1	1	5	-4	12	19	1.7	-12	117	-6	0.8
CCOc1ccc(NC(=O)CSCC(=O)O)cc1	1	-2	-5	-14	7	1.2	14	94	11	0.9
CC(C)Cn1cc(C(=O)N2CCC(C)CC2)c2c3ccccc3n(C)c2c1=O	1	-5	3	4	9	0.84	-4	94	5	0.9
CCOC(=O)c1cc(CC)sc1NC(=O)CCC(=O)O	1.1	6	-6	5	1	1.2	-5	97	-8	1
CC1CN(CCOc2ccc(Cl)cc2Cl)CC(C)O1 (stereo not drawn)	1.1	8	-6	-2	15	1.2	2	108	-4	0.8
CC1CCc2sc(C(=O)N=Nc3c(O)[nH]c4ccccc34)cc2C1 (stereo not drawn)	0.6	2	40	6	5	1	-6	101	-18	1
CC(OC(=O)C1CC1)C(=O)Nc1ccc([N+](=O)[O-])cc1Cl (stereo not drawn)	1	-6	-2	8	8	1.3	-8	107	9	0.9
N/C(=N\OC(=O)c1cccc(Br)c1)c1ccccc1	0.1	-1	90*	-4	8	5.3*	4	127	7	0.9
COc1ccc(N2C(=O)CC(N3CCN(c4ccc(S(=O)(=O)N5CCCC5)cc4)CC3)C2=O)cc1 (stereo not drawn)	1	-4	-2	12	-2	1.3	-12	101	3	1
CCOC(=O)C1=C(C)NC2=C(C(=O)CCC2)C1c1cccs1 (stereo not drawn)	1	-2	-4	6	17	1.1	-6	94	6	0.8
COc1cc(-n2c(=O)c3ccccc3n(Cc3cccc(C)c3)c2=O)cc(OC)c1OC	1	11	-2	-2	-20	1	2	110	12	1.2
Cc1cccc(N2C(=O)CC(SC(N)=Nc3ccccc3)C2=O)c1 (stereo not drawn)	1.1	-17	-6	-18	9	1.1	18	89	12	0.9
COc1ccc(CN=Cc2c(C(F)(F)F)[nH][nH]c2=O)cc1	1	0	0	-2	7	1.4	2	97	18	0.9
Clc1ccc(CSc2nnc3ccccn23)c(Cl)c1	1	-7	-3	22	17	1.9	-22	128	7	0.8
FC(F)(F)c1cccc(Cc2noc(CN3CCCC(CN4CCCC4)C3)n2)c1 (stereo not drawn)	1	0	2	7	4	1.3	-7	97	18	1
COc1cnn(-c2ccc(F)cc2)c(=O)c1Br	1	-12	0	28	4	1.2	-28	103	8	1
O=C(Nc1ccc(S(=O)(=O)Nc2ncccn2)cc1)c1cccnc1	1	-3	2	-2	13	1.5	2	134*	3	0.9
Cn1c(N2CCN(c3ccccn3)CC2)nc2c1c(=O)n(Cc1ccccc1Cl)c(=O)n2C	.	0	.	-14	.	.	14	100	.	.
CCCCOc1ccc(N(CC(=O)NC(C)(C)CC)C(=O)CCC(=O)Nc2ccccn2)cc1	1	12	-3	-4	18	0.9	4	104	13	0.8
Cc1ccc(N2CS(=O)(=O)/C(=C/N(C)C)C2=O)cc1	0.4	-7	57*	99	3	1.9	-99	150*	9	1
COCc1cc(C)nc(OCC(=O)N/N=C/c2cc(C)n(-c3c(C)cccc3C)c2C)c1C#N	1	-12	-3	-57	17	0.97	57*	103	-7	0.8
C/C(CC(=O)NCc1ccco1)=N\NC(=O)COc1ccc(C)cc1	1.1	-10	-6	-2	11	1.1	2	101	-3	0.9
CCc1cccc(CC)c1N(COC)C(=O)Cn1ccccc1=N	1	-12	-4	-9	13	1.3	9	98	-7	0.9
CCOC(=O)N1CCC(N2CC34C=CC(O3)C(C(=O)O)C4C2=O)CC1 (stereo not drawn)	1	-10	1	4	5	1.1	-4	112	9	0.9
CC(C)OC(=O)c1cc(C(=O)c2cc(F)ccc2O)coc1=N	1	11	-3	10	6	0.95	-10	108	3	0.9
COC(=O)C(C)Sc1nnc2n(-c3cccc(C)c3)c(=O)c3c4c(sc3n12)CCCC4 (stereo not drawn)	1	-11	-2	-8	9	0.7	8	98	-11	0.9
CCC(C)NC(=O)CCC(=O)Nc1ccc2nc(N3CC(C)CC(C)C3)cc(C)c2c1 (stereo not drawn)	1.1	-15	-6	11	-2	0.98	-11	103	5	1

No new results follow: entries from further up.
SMILES	FLuc act counter	TLR4-MyD88 BLA	FLuc inh counter	APP 5'UTR act	Diaph inh CS	NF-kB expr up	APP 5UTR inh	STAT1 activator	G6PDH counter	Diaph act CS
COC(=O)C(C)Sc1nnc2n(-c3cccc(C)c3)c(=O)c3c4c(sc3n12)CCCC4 (stereo not drawn)	1	-11	-2	-8	9	0.7	8	98	-11	0.9
CCC(C)NC(=O)CCC(=O)Nc1ccc2nc(N3CC(C)CC(C)C3)cc(C)c2c1 (stereo not drawn)	1.1	-15	-6	11	-2	0.98	-11	103	5	1

Part of the list above in order of molecular weight, lowest first.
SMILES	FLuc act counter	TLR4-MyD88 BLA	FLuc inh counter	APP 5'UTR act	Diaph inh CS	NF-kB expr up	APP 5UTR inh	STAT1 activator	G6PDH counter	Diaph act CS
COc1cnn(-c2ccc(F)cc2)c(=O)c1Br	1	-12	0	28	4	1.2	-28	103	8	1
CC(C)OC(=O)c1cc(C(=O)c2cc(F)ccc2O)coc1=N	1	11	-3	10	6	0.95	-10	108	3	0.9
CCc1cccc(CC)c1N(COC)C(=O)Cn1ccccc1=N	1	-12	-4	-9	13	1.3	9	98	-7	0.9
C/C(CC(=O)NCc1ccco1)=N\NC(=O)COc1ccc(C)cc1	1.1	-10	-6	-2	11	1.1	2	101	-3	0.9
CCOC(=O)N1CCC(N2CC34C=CC(O3)C(C(=O)O)C4C2=O)CC1 (stereo not drawn)	1	-10	1	4	5	1.1	-4	112	9	0.9
O=C(Nc1ccc(S(=O)(=O)Nc2ncccn2)cc1)c1cccnc1	1	-3	2	-2	13	1.5	2	134*	3	0.9
FC(F)(F)c1cccc(Cc2noc(CN3CCCC(CN4CCCC4)C3)n2)c1 (stereo not drawn)	1	0	2	7	4	1.3	-7	97	18	1
CCC(C)NC(=O)CCC(=O)Nc1ccc2nc(N3CC(C)CC(C)C3)cc(C)c2c1 (stereo not drawn)	1.1	-15	-6	11	-2	0.98	-11	103	5	1
COC(=O)C(C)Sc1nnc2n(-c3cccc(C)c3)c(=O)c3c4c(sc3n12)CCCC4 (stereo not drawn)	1	-11	-2	-8	9	0.7	8	98	-11	0.9
COCc1cc(C)nc(OCC(=O)N/N=C/c2cc(C)n(-c3c(C)cccc3C)c2C)c1C#N	1	-12	-3	-57	17	0.97	57*	103	-7	0.8
Cn1c(N2CCN(c3ccccn3)CC2)nc2c1c(=O)n(Cc1ccccc1Cl)c(=O)n2C	.	0	.	-14	.	.	14	100	.	.
CCCCOc1ccc(N(CC(=O)NC(C)(C)CC)C(=O)CCC(=O)Nc2ccccn2)cc1	1	12	-3	-4	18	0.9	4	104	13	0.8

This is a random part of the collection; about 5.6% have a hit in one of these screens.
